FXN GAA850 act = frataxin GAA850 promoter activation; activation, % at 6 µM; AID 540364; HEK293 lucGAA850 FXN promoter luciferase reporter, 24 h; percent of 10 µM SAHA response; 360,000 tested, 0.56% active;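 active means activation above the average of all compounds screened plus 3 SD, cutoff fixed separately per campaign, cut at about 7.5% in these data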;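 further: 0% = DMSO wells and 100% = 10 µM SAHA wells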
ssDAF12 agonist = S. stercoralis DAF-12 activation, primary screen | HEK293 ssDAF-12/GRIP1 lit1-tk-luc reporter, luminescence; % of 3 µM dafachronic acid response | activation, % at 6.8 µM | 370,000 tested, 1% active | AID 652126;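 active means activation above the mean over all tested compounds plus 3 SD, cut at about 0.9% in these data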;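 further: 0% = DMSO-only wells and 100% = 3 µM delta7-dafachronic acid wells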
DAX1 inh-1 = inhibitors of DAX1 repression of SF-1 activated StAR promoter. HEK293T StAR-luciferase reporter, SF-1/DAX-1 repression relief. AID 652010. 370,000 tested, 1.1% active. inhibition, % at 6.8 µM;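 active means inhibition above the mean over all tested compounds plus 3 SD, cut at about 3.6% in these data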;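 further: 0% = DAX-1 cells with DMSO and 100% = cells lacking DAX-1 with DMSO; higher inhibition means more luminescence from relief of DAX-1 repression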
ADAM17 inh = inhibits human ADAM17; P78536; recombinant ADAM17, EDANS/DABCYL FRET peptide cleavage; inhibition, % at 6.95 µM; 370,000 tested, 0.83% active;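 active means inhibition above the mean of compounds lying between control limits plus 3 SD, set per campaign, cut at about 8.5% in these data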;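 further: 0% = DMSO-only wells as the low control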
Target sequence (P78536 215-824 limits assumed): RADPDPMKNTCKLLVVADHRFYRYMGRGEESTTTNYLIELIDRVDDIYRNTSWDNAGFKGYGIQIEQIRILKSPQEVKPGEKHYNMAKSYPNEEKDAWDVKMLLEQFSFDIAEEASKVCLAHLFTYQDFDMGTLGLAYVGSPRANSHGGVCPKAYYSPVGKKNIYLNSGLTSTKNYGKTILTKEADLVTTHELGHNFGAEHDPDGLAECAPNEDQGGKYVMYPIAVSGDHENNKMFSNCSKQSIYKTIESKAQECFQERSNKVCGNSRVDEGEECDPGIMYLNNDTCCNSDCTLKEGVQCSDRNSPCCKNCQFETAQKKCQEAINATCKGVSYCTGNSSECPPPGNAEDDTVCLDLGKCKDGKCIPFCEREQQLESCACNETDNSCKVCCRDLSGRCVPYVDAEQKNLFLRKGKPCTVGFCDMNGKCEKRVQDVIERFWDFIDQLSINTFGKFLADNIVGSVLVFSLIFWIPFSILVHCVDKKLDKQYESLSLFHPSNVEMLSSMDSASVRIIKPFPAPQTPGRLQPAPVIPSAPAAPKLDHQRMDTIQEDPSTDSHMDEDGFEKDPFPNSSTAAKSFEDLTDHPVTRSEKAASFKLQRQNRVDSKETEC
hgDAF12 agonist = agonists of H. glycines DAF-12 nuclear receptor; HEK293 GAL4-hgDAF12 UAS-luciferase reporter, agonist luminescence; normalized to butyrate control; activation, % at 6.8 µM; 370,000 tested, 1.8% active; AID 687014;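 active means activation above a cutoff set at the mean of all screened compounds plus 3 SD, cut at about 10% in these data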;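 further: 0% = DMSO wells and 100% = sodium butyrate wells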
PLCg1 inh = blocks human PLC-gamma1 enzyme activity | P19174 | purified PLC-gamma1, fluorogenic substrate, fluorescence | inhibition, % at 12.2 µM | 370,000 tested, 0.84% active; in the data active means inhibition above about 9.5%
ADAM10 inh = ADAM10 inhibition, QFRET primary screen. O14672. recombinant ADAM10, EDANS/DABCYL FRET peptide cleavage, 3 h. inhibition, % at 7 µM. 370,000 tested, 0.62% active. AID 720582;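 active means inhibition above a per-campaign cutoff equal to the mean of compounds falling between control-based bounds plus 3 SD, cut at about 20% in these data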;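 further: 0% = DMSO wells while the 100% control is not disclosed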
hcDAF12 agonist = activates DAF-12 receptor from parasite H. contortus | HEK293 hcDAF-12 lit1-tk-luc reporter, luminescence; 0% DMSO, 100% Δ7-dafachronic acid | activation, % at 6.8 µM | 370,000 tested, 1.4% active;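 active means activation above the mean of all tested compounds plus 3 SD, cut at about 5.5% in these data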;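 further: 100% = response to 3 µM Δ7-dafachronic acid high control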
PLC-beta3 inh = inhibitors of human phospholipase C beta3. Q01970. Purified PLC-beta3, fluorogenic substrate, fluorescence. inhibition, % at 12.2 µM. 370,000 tested, 0.18% active. AID 720704; in the data active means inhibition above about 11%;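 further: 0% = median of compound wells on plate and 100% = full blocker control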
DAX1 inh-2 = inhibitors of human orphan nuclear receptor DAX1 (NR0B1); P51843; HEK293 Gal4-DAX1 luciferase reporter, luminescence; inhibition, % at 6.75 µM; 340,000 tested, 0.99% active; AID 504766;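 active means inhibition above the mean over all tested compounds plus 3 SD, cut at about 4.2% in these data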;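 further: 0% = DAX1-transfected cells with DMSO and 100% = empty-vector control cells with DMSO; inhibition shows as a rise in luminescence from relieved DAX1 repression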
Target sequence (P51843 207-470 limits assumed): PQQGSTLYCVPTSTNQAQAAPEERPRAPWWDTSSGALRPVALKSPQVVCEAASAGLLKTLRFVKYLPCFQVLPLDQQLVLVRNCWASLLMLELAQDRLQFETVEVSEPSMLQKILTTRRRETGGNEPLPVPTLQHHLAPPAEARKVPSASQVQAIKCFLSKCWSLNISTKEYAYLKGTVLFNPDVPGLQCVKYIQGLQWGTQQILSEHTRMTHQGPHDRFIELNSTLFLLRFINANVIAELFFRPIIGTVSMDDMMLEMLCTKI
HGIII-sPLA2 inh = Inhibits HGIII-sPLA2 liposome hydrolysis, primary screen; Q9NZ20; QFRET BODIPY PC-A2 liposome hydrolysis, fluorescence; inhibition, % at 12.2 µM; 370,000 tested, 0.56% active; AID 743126;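 active means inhibition above mean plus 3 SD of compounds lying within the high and low control bounds, cut at about 19% in these data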;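 further: 0% = median of test compound wells and 100% = no enzyme DMSO wells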
* = called active by the depositor; / = no result given.

1: O=C(CN1C(=O)c2cccc3cccc(c23)C1=O)NCCN1CCOCC1
2: Cc1ccc(S(=O)(=O)N(C)C)cc1NC(=O)C1Cc2ccccc2CN1C(=O)c1ccco1 (stereo unspecified)
3: COC(=O)[C@]12C[C@H](CC(=O)NCCCN3CCCC3=O)C(=O)N(Cc3ccccc3)C1=C[C@H](COCc1ccccc1)O[C@@H]2C
4: O=C(O)CC(c1cccc(O)c1)N1Cc2ccccc2C1=O (stereo unspecified)
5: CCNC(=O)COC(=O)/C=C/c1c(C)nn(Cc2cccc(OC)c2)c1Cl
6: Cc1oc(C)c2c(=O)ccc3c(c12)OC(N)=C(C#N)C3c1ccc(F)cc1 (stereo unspecified)
7: Cc1nc2ccccn2c1C(=O)NNC(=S)Nc1ccc(Cl)cc1
8: COc1cccc(N=Cc2ccc(O)cc2O)c1
assay / entry | 1 | 2 | 3 | 4 | 5 | 6 | 7 | 8
FXN GAA850 act | 2.3 | 2.1 | / | 1.0 | 0.7 | 0.9 | -0.7 | -0.8
ssDAF12 agonist | -1.5 | 0.3 | -1.1 | -1.4 | -1.8 | -0.8 | -1.4 | 0.1
DAX1 inh-1 | 0.3 | 0.7 | -0.7 | -0.3 | -0.2 | -0.4 | -0.8 | 1.1
ADAM17 inh | -61 | -3 | 1 | 1 | -2 | -3 | -17 | -3
hgDAF12 agonist | -0.3 | 2.4 | 2.0 | 0.5 | 5.1 | 2.4 | 5.9 | 1.9
PLCg1 inh | -6 | -6 | 1 | 2 | -2 | -31 | -21 | -10
ADAM10 inh | -187 | 2 | 5 | -3 | -3 | -10 | -91 | 1
hcDAF12 agonist | -1.4 | 2.3 | -2.5 | -0.8 | 0.1 | -1.1 | 0.1 | 0.1
PLC-beta3 inh | -11 | -18 | 2 | -3 | -7 | -49 | -23 | -15
DAX1 inh-2 | 3.3 | 1.4 | / | 2.2 | 1.0 | 0.0 | -0.4 | 1.1
HGIII-sPLA2 inh | 6 | 3 | 2 | -1 | -12 | -13 | 14 | 6

9: CC(=O)c1ccccc1NS(=O)(=O)c1ccccc1Cl
10: Cc1ccccc1NC(=O)c1c(C)nn(-c2ccccc2)c1Cl
11: O=C(NC(=S)Nc1ccccc1)c1cc(-c2ccccc2)nc2ccccc12
12: Cc1ccnc(NS(=O)(=O)c2ccc(NC(=O)c3ccc([N+](=O)[O-])s3)cc2)n1
13: COc1ccc2sc3c(=O)[nH]c4ccccc4c3c2c1
14: NC(=O)C1CCN(S(=O)(=O)c2cccc(C(=O)O)c2)CC1
15: O=C1c2ccccc2C(=O)C1(CO)c1ccccc1
16: Cc1cc(OCC(O)CN2CCCC2)ccc1C(C)C (stereo unspecified)
assay / entry | 9 | 10 | 11 | 12 | 13 | 14 | 15 | 16
FXN GAA850 act | 1.1 | 1.5 | 1.4 | 0.6 | -4.5 | -0.9 | 3.4 | 0.0
ssDAF12 agonist | -1.3 | -1.0 | -1.4 | -1.7 | -1.1 | -0.9 | -1.4 | -0.3
DAX1 inh-1 | 0.3 | 0.1 | -0.7 | -1.7 | 0.3 | -0.5 | 0.5 | 0.4
ADAM17 inh | -1 | 2 | 2 | -1 | -8 | -4 | 1 | -2
hgDAF12 agonist | 12* | 9.8 | 0.6 | -4.5 | 3.5 | 0.5 | -1.2 | 0.1
PLCg1 inh | -3 | 5 | 1 | 1 | -4 | 2 | -1 | 2
ADAM10 inh | -4 | -7 | 14 | 4 | -35 | -3 | -1 | 7
hcDAF12 agonist | -2.0 | -0.9 | -2.3 | -2.7 | 1.7 | -0.6 | -0.6 | -0.9
PLC-beta3 inh | -4 | 2 | -1 | -1 | -2 | -1 | 1 | -8
DAX1 inh-2 | 0.3 | 0.1 | -0.5 | -2.0 | 1.0 | 0.8 | 0.5 | 1.3
HGIII-sPLA2 inh | -2 | 7 | 0 | -12 | 0 | 1 | -5 | 1

Part of the list above, as labelled records:
12: Cc1ccnc(NS(=O)(=O)c2ccc(NC(=O)c3ccc([N+](=O)[O-])s3)cc2)n1
- FXN GAA850 act: 0.6
- ssDAF12 agonist: -1.7
- DAX1 inh-1: -1.7
- ADAM17 inh: -1
- hgDAF12 agonist: -4.5
- PLCg1 inh: 1
- ADAM10 inh: 4
- hcDAF12 agonist: -2.7
- PLC-beta3 inh: -1
- DAX1 inh-2: -2.0
- HGIII-sPLA2 inh: -12

13: COc1ccc2sc3c(=O)[nH]c4ccccc4c3c2c1
- FXN GAA850 act: -4.5
- ssDAF12 agonist: -1.1
- DAX1 inh-1: 0.3
- ADAM17 inh: -8
- hgDAF12 agonist: 3.5
- PLCg1 inh: -4
- ADAM10 inh: -35
- hcDAF12 agonist: 1.7
- PLC-beta3 inh: -2
- DAX1 inh-2: 1.0
- HGIII-sPLA2 inh: 0

(next part)
17: CS(=O)(=O)N1CCN=C1SCc1cccc(F)c1
18: COc1ccccc1-n1c(C)nc2cc(C(=O)NCC3CCCO3)ccc21 (stereo unspecified)
19: CN(C)C(=O)CCc1ccc2c3c([nH]c2c1)[C@]1(CCC2CCCC2)[C@@H](C(=O)N2CCOCC2)C[C@H](CC(=O)NCCc2ccccn2)C(=O)N1CC3
20: Cc1ccc(-n2nc3c(c2NC(=O)CC(C)C)CS(=O)C3)cc1 (stereo unspecified)
21: COC(=O)CC1NCCNC1=O (stereo unspecified)
22: COc1ccccc1CNC(=O)C1CCN(S(=O)(=O)c2ccc3c(c2)OCCCO3)CC1
23: CC(C)c1nnc(NC(=O)c2nc(S(=O)(=O)Cc3ccccc3F)ncc2Cl)s1
24: Cc1ccc(/C(O)=C2/C(=O)C(=O)N(c3ccccn3)C2c2ccc([N+](=O)[O-])cc2)cc1 (stereo unspecified)
assay / entry | 17 | 18 | 19 | 20 | 21 | 22 | 23 | 24
FXN GAA850 act | 1.4 | 1.9 | -0.6 | 0.3 | -1.9 | -4.5 | / | 2.6
ssDAF12 agonist | -1.3 | -1.0 | -1.2 | -0.9 | -0.5 | -1.1 | -1.0 | -1.2
DAX1 inh-1 | 0.8 | 0.4 | 0.2 | 0.8 | -0.2 | -0.1 | 1.9 | -0.2
ADAM17 inh | 0 | -1 | -3 | -2 | 0 | -5 | 1 | 2
hgDAF12 agonist | 1.7 | -4.2 | -0.1 | 2.6 | -0.2 | -2.2 | 2.0 | -1.5
PLCg1 inh | 1 | 1 | 6 | -3 | 2 | -2 | -4 | -1
ADAM10 inh | -1 | -4 | -23 | -11 | 5 | -5 | -12 | 8
hcDAF12 agonist | 1.8 | -1.7 | -1.7 | 3.5 | 0.7 | -0.3 | -1.6 | -2.1
PLC-beta3 inh | -3 | -8 | -8 | 0 | 4 | -1 | -14 | -5
DAX1 inh-2 | 0.4 | 0.2 | -0.4 | 0.8 | -0.6 | -1.7 | / | -0.2
HGIII-sPLA2 inh | -3 | 9 | 8 | 11 | 7 | -1 | 3 | -4

The final two records of the section above open the next one.
23: CC(C)c1nnc(NC(=O)c2nc(S(=O)(=O)Cc3ccccc3F)ncc2Cl)s1
24: Cc1ccc(/C(O)=C2/C(=O)C(=O)N(c3ccccn3)C2c2ccc([N+](=O)[O-])cc2)cc1 (stereo unspecified)
25: COc1ccccc1CCC(=O)OCC(=O)Nc1cc(S(=O)(=O)N2CCOCC2)ccc1C
26: COc1ccc(C(=O)N2CCNC(=O)C2CC(=O)Nc2cc(Cl)ccc2OC)cc1 (stereo unspecified)
27: O=C(NC1CCS(=O)(=O)C1)c1cn(-c2ccccc2)nc1-c1ccccc1 (stereo unspecified)
28: COc1ccc(-c2oc3c(c2C(=O)OCCO)C(OCCO)CCC3)cc1 (stereo unspecified)
29: O=[N+]([O-])c1ccc(C(O)CN2CCOCC2)cc1 (stereo unspecified)
30: CCc1cc2c(Nc3ccccc3O)nc(C)nc2s1
31: N#CNC(N)=Nc1cccc(Cl)c1
32: COc1ccc(CCNC(=O)COC(=O)CSc2ccc([N+](=O)[O-])cc2)cc1OC
assay / entry | 23 | 24 | 25 | 26 | 27 | 28 | 29 | 30 | 31 | 32
FXN GAA850 act | / | 2.6 | 0.9 | -0.8 | 1.9 | / | 2.9 | -0.6 | 0.7 | 2.4
ssDAF12 agonist | -1.0 | -1.2 | -0.7 | -0.7 | -1.1 | -1.8 | -0.7 | -1.7 | -0.6 | -0.5
DAX1 inh-1 | 1.9 | -0.2 | -0.3 | -0.1 | -0.2 | 0.8 | 0.2 | -0.9 | 1.2 | -0.6
ADAM17 inh | 1 | 2 | 0 | 0 | 1 | -70 | -1 | -4 | -6 | 3
hgDAF12 agonist | 2.0 | -1.5 | 1.4 | 0.6 | -0.3 | 4.2 | 2.2 | -2.6 | -1.0 | 5.8
PLCg1 inh | -4 | -1 | -2 | 0 | 1 | -92 | 0 | 0 | -2 | 0
ADAM10 inh | -12 | 8 | -12 | -2 | 7 | -238 | -11 | 6 | -12 | 4
hcDAF12 agonist | -1.6 | -2.1 | -0.9 | 0.4 | -1.9 | 0.2 | -0.6 | -1.4 | 0.9 | -0.7
PLC-beta3 inh | -14 | -5 | -6 | -3 | 3 | -148 | -3 | -12 | -1 | -1
DAX1 inh-2 | / | -0.2 | -1.1 | -1.1 | -1.6 | / | 0.2 | -1.9 | 0.3 | -0.1
HGIII-sPLA2 inh | 3 | -4 | -7 | 1 | -2 | -1 | -3 | -5 | -5 | -10

Continued:
#	compound	FXN GAA850 act	ssDAF12 agonist	DAX1 inh-1	ADAM17 inh	hgDAF12 agonist	PLCg1 inh	ADAM10 inh	hcDAF12 agonist	PLC-beta3 inh	DAX1 inh-2	HGIII-sPLA2 inh
33	Cc1[nH]c(=O)[nH]c(=O)c1NC(=O)c1ccc(OC(C)C)cc1	1.0	-0.8	-0.1	-3	-2.6	0	2	-1.4	2	-0.9	0
34	COc1ccc(Br)cc1CN(C)CC(=O)NCc1ccc(F)cc1	1.3	-1.1	0.1	-1	1.7	0	7	-2.9	-2	1.1	-7
35	COc1cc(NS(=O)(=O)c2ccc(C)cc2)c2c(c1N)C(=O)c1ccccc1C2=O	-0.8	-0.7	1.0	-3	2.0	-7	-13	-0.3	-7	0.8	-3
36	OC[C@@H]1CN(Cc2ccccc2)C[C@H](n2ccc3c(N4CCCC4)ncnc32)O1	0.4	-1.1	1.1	-5	-2.1	0	-14	0.3	4	/	0
37	COc1ccc(-c2noc(CN3CCOCC3)n2)cc1OC	1.8	-0.8	0.0	-2	1.4	1	9	-0.1	3	1.0	4
38	CCc1nc2ccc(C(=O)NCCC(C)C)cn2c1N(CC)CCOC	-0.3	-1.5	-0.5	0	1.6	-1	-7	-0.9	0	/	0
39	CC(=O)Oc1c(S(=O)(=O)c2ccc(C)cc2)c(C)nn1C(C)(C)C	-1.7	-1.0	-0.3	-4	-1.5	2	-4	1.9	0	-0.7	2
40	COc1ccc(/C=C/c2ccc3cccc(O)c3n2)cc1Br	0.8	-1.1	0.1	-2	2.9	-13	-2	-1.9	-23	1.4	15
41	Cc1ccc(S(=O)(=O)N2C[C@@H]3[C@H]4CC[C@H](C4)[C@@H]3[C@@H](C)[C@@H]2c2cn(Cc3ccccc3)c3ncccc23)cc1	1.8	-0.8	-0.8	-1	0.8	4	8	-1.2	2	-1.2	-9
42	CCOC(=O)C1=C(COC(=O)C(CC)c2ccccc2)NC(=O)NC1C (stereo unspecified)	-1.2	-1.7	-0.4	-4	0.7	2	-12	-1.4	-5	-0.6	4

High-throughput results (PubChem)
